# Compound activity: PubChem BioAssay, several laboratories
# ARFGAP1 inhibitor: inhibitors of rat ARFGAP1 GAP activity, primary screen, biochemical, fluorescence polarization, GDP tracer. 360,000 compounds, 0.26% hits. AID 651572, 2012. Arfgap1-stimulated ARF1 GTP hydrolysis, GDP FP detection. inhibition, % at 16.5 µM. ADP-ribosylation factor GTPase-activating protein 1 (Rattus norvegicus), Q62848;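 active = inhibition above a per-plate limit, mean inhibition of low control wells plus 3 SD, cut at about 25% in these data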;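 also: 0% = DMSO wells with enzyme and 100% = wells lacking Arfgap1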
# Target sequence (Q62848 1-136 limits assumed): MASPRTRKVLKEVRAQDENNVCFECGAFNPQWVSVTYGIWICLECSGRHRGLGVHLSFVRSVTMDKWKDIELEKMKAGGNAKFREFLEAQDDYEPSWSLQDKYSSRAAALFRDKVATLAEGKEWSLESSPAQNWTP
#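 system = rat Arfgap1 catalytic domain, aa 1-136 | technique = FP, GDP Alexa 633 tracer displaced from anti-GDP antibody, 620/688 nm | compound = one concentration, 16.5 µM, DMSO 1.26% | medium = HEPES-based buffer, pH 7.5 | timing = compound-enzyme preincubation 20 min, reaction 120 min, detection 60 min, 25 °C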
# ADAM10 inh: human ADAM10 inhibitors, primary screen, biochemical, QFRET, HTS; 370,000 compounds, 0.62% hits; AID 720582, 2013; inhibition, % at 7 µM; recombinant ADAM10, EDANS/DABCYL FRET peptide cleavage, 3 h;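 active = inhibition above a per-campaign cutoff equal to the mean of compounds falling between control-based bounds plus 3 SD, cut at about 20% in these data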;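 also: 0% = DMSO wells while the 100% control is not disclosed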
# ASAP1 inh: inhibitors of human ASAP1 ArfGAP activity, primary screen, biochemical, fluorescence polarization | ASAP1-stimulated ARF1 GTP hydrolysis, GDP FP detection | 360,000 compounds, 0.19% hits | Arf-GAP with SH3 domain, ANK repeat and PH domain-containing protein 1 (Homo sapiens), … | inhibition, % at 16.5 µM | AID 624377, 2012; in the data active = inhibition above about 25%;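 also: 0% = vehicle with enzyme and substrate and 100% = no enzyme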
# Target sequence (Q9ULH1 325-724 limits assumed): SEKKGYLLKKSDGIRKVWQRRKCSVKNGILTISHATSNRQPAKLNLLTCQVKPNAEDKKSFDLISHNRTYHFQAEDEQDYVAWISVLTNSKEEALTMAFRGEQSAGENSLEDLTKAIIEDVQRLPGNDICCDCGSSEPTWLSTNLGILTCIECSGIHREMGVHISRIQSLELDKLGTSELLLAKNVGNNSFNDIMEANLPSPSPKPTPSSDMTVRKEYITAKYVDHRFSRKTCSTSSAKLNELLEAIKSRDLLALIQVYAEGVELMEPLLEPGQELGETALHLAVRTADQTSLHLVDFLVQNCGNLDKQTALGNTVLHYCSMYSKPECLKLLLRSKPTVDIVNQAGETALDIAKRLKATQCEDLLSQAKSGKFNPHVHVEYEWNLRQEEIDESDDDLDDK
# HGIII-sPLA2 inh: human group III sPLA2 inhibitors, primary screen, biochemical, QFRET, BODIPY PC-A2 liposome substrate. Group 3 secretory phospholipase A2 (Homo sapiens), Q9NZ20. QFRET BODIPY PC-A2 liposome hydrolysis, fluorescence. inhibition, % at 12.2 µM. 370,000 compounds, 0.56% hits;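 active = inhibition above mean plus 3 SD of compounds lying within the high and low control bounds, cut at about 19% in these data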;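 also: 0% = median of test compound wells and 100% = no enzyme DMSO wells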
# GC-A act: GC-A stimulated cGMP production enhancers – HEK293 GC-A cells, cGMP TR-FRET, EC30 ANP, primary screen; 0% at EC30 ANP, 100% saturating ANP; activation, % at 10 µM; 370,000 compounds, 0.14% hits; AID 1671463, 2021; in the data active = activation above about 40%
# DDE Tn6 FP inh: inhibitors of Tn6 peptide binding to fibrin DD(E), primary screen, biochemical, fluorescence polarization, human fibrin, Tn6 probe. Fibrinogen beta chain (Homo sapiens), P02675. Fibrin DD(E) TRITC-Tn6 fluorescence polarization displacement. inhibition, % at 8.3 µM. 370,000 compounds, 0.21% hits. AID 720509, 2013;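 active = inhibition above a per-campaign cutoff: mean of compounds within control limits plus 3 SD, cut at about 15% in these data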;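 also: 0% = median of all compound wells on the plate and 100% = blocking peptide control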
# Target sequence (P02675 whole entry, looked up): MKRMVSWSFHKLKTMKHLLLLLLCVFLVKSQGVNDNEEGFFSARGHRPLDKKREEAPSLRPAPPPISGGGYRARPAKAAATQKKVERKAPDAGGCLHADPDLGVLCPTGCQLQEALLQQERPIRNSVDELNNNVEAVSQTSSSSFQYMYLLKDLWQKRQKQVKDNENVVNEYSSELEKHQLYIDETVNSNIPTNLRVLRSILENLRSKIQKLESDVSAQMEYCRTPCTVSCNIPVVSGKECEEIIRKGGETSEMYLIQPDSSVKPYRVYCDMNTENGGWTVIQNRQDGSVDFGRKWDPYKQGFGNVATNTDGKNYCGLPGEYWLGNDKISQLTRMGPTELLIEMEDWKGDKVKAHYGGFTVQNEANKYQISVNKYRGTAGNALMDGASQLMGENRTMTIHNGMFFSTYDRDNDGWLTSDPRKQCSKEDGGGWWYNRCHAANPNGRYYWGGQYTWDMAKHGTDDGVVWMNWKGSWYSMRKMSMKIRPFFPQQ
# GC-B act: human GC-B receptor activators, primary screen, HEK293 GC-B cells, cGMP TR-FRET, EC30 CNP; Atrial natriuretic peptide receptor 2 (Homo sapiens), P20594; 0% at EC30 CNP, 100% saturating CNP; activation, % at 10 µM; 370,000 compounds, 0.11% hits; AID 1920062, 2024;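 active = activation at 10 µM reaching about 35% in either raw or pattern-adjusted values, limit read from the data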
# KLK7 zymogen act: proKLK7 zymogen activators, primary screen, biochemical, fluorescence intensity | purified proKLK7, EDANS-DABCYL substrate fluorescence; 100% is mature enzyme control, 0% vehicle | 370,000 compounds, 0.9% hits | activation, % at 7 µM | AID 652039, 2013;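 active = activation above the mean of all tested compounds plus 3 SD, computed per campaign excluding outliers beyond control limits, cut at about 13% in these data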
# FXN GAA850 act: FXN promoter activators, primary screen, cell-based, luciferase luminescence, HEK293 lucGAA850; HEK293 lucGAA850 FXN promoter luciferase reporter, 24 h; percent of 10 µM SAHA response; activation, % at 6 µM; 360,000 compounds, 0.56% hits;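 active = activation above the average of all compounds screened plus 3 SD, cutoff fixed separately per campaign, cut at about 7.5% in these data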;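 also: 0% = DMSO wells and 100% = 10 µM SAHA wells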
# rCAG RNA binder: binders of r(CAG) RNA repeats, primary screen, biochemical, fluorescence | 370,000 compounds, 1.3% hits | inhibition, % at 3 µM | r(CAG) RNA repeat, TO-PRO-1 dye displacement fluorescence;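 active = inhibition above the plate cutoff, the mean of all test compounds on that plate plus 3 SD, cut at about 35% in these data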;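 also: 0% = DMSO alone and 100% = 100 µM mitoxantrone as full dye displacement; higher means more dye released from RNA so lower well fluorescence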
# * = called active by the depositor; i = inactive; . = no result given.
no.	Compound	ARFGAP1 inhibitor	ADAM10 inh	ASAP1 inh	HGIII-sPLA2 inh	GC-A act	DDE Tn6 FP inh	GC-B act	KLK7 zymogen act	FXN GAA850 act	rCAG RNA binder
1	C/C(=N\NC(=O)c1cc(-c2ccccn2)nc2ccccc12)c1cccc([N+](=O)[O-])c1	1	-6	-4	0	3	0	5	-0.2	2.2	3
2	C=C1SC(Nc2c(C)cc(C)cc2C)=NC12CCCCC2	4	-3	-1	0	3	-2	-2	-0.3	1.2	-4
3	CCCOc1ccc(C(=O)N2CCN(c3ccc(NC(=O)CC)cc3Cl)CC2)cc1	-7	0	4	-2	-1	0	-4	0.1	-3.4	-2
4	CC1=C[C@]2(C[N+](Cc3ccccc3)=C(N)N2)n2c(=O)n(-c3ccccc3)c(=O)n2C1	.	-2	.	0	-2	5	2	0.0	.	7
5	COc1cc(CC(=O)Nc2ccc(S(=O)(=O)N(C)C)cc2)cc(OC)c1OC	3	-1	-5	-1	-3	-6	0	0.5	-1.6	0
6	CC(=O)Nc1ccc(C(=O)N/C(=C/c2ccccc2)C(=O)N2CCCCC2)cc1	-7	-3	-2	3	2	4	1	0.1	0.1	-4
7	Cc1ccnc(SCC(=O)Nc2sccc2C#N)n1	9	-8	11	4	-1	3	1	0.1	-1.3	4
8	CN(C)/C(=C\C(=O)c1ccccc1)C(=O)c1ccccc1	6	6	18	-6	-2	2	-5	-0.1	0.7	2

# Screen by screen, quoted from above:
# Nos. 5–8 in GC-B act, in turn: 0, 1, 1, -5

# Results in GC-B act and HGIII-sPLA2 inh, for some of the entries so far:
cpd | mol | GC-B act | HGIII-sPLA2 inh
2 | C=C1SC(Nc2c(C)cc(C)cc2C)=NC12CCCCC2 | -2 | 0
3 | CCCOc1ccc(C(=O)N2CCN(c3ccc(NC(=O)CC)cc3Cl)CC2)cc1 | -4 | -2
4 | CC1=C[C@]2(C[N+](Cc3ccccc3)=C(N)N2)n2c(=O)n(-c3ccccc3)c(=O)n2C1 | 2 | 0
5 | COc1cc(CC(=O)Nc2ccc(S(=O)(=O)N(C)C)cc2)cc(OC)c1OC | 0 | -1
6 | CC(=O)Nc1ccc(C(=O)N/C(=C/c2ccccc2)C(=O)N2CCCCC2)cc1 | 1 | 3

# New compounds follow.
no.	Compound	ARFGAP1 inhibitor	ADAM10 inh	ASAP1 inh	HGIII-sPLA2 inh	GC-A act	DDE Tn6 FP inh	GC-B act	KLK7 zymogen act	FXN GAA850 act	rCAG RNA binder
9	NC(=O)c1nsc(C(=O)N(c2ccccc2)C(C(=O)NC2CCCC2)c2cccs2)c1N (stereo not drawn)	2	-80	7	-2	-28	5	-9	0.4	1.8	6
10	Cc1cc(=O)oc(C)c1C(=O)NCc1cccnc1	1	1	-5	6	-2	2	4	0.2	0.3	-2
11	COc1ccc(-c2[nH]ncc2-c2ccc3c(c2)OCCO3)c(O)c1	5	14	1	-22	11	9	2	0.6	-8.4	3
12	CCOC(=O)CN1C(=O)N[C@@H](CCc2ccccc2)C(C(=O)OC)=C1C	1	-9	2	3	1	-1	-2	0.1	1.3	-1
13	O=S(=O)(c1ccccc1)C1CON(Cc2ccccc2)C1c1ccccc1 (stereo not drawn)	13	4	13	4	1	-3	5	-0.4	-0.4	-2
14	Cc1ccc(OCCCC(=O)NCc2ccco2)cc1	-1	-4	7	-2	4	-9	8	0.3	1.4	-1
15	CCOc1ccccc1-c1nc(-c2ccncc2)no1	3	-7	-3	-7	0	-2	-3	0.1	0.3	-9
16	CC(=O)C(=[N+]=[N-])C(=O)NCc1ccccc1	-6	0	-5	1	5	8	4	-0.3	-0.8	-1
17	C=C1CCN([C@@H](CC(C)C)C(=O)NCc2ccc(OC)cc2)S(=O)(=O)c2ccccc21	9	-1	10	-5	-1	1	6	0.5	0.0	-4
18	Cc1cc(OCc2nn[nH]n2)c2c(C)c(Cc3ccccc3)c(=O)oc2c1	7	i	5	-29	2	-6	7	-15	-1.7	50*
19	CSc1cccc(-n2c(C)cc(C(N)=O)c2C)c1	5	4	-2	-2	-7	11	0	0.3	0.2	1
20	CCN(CC)S(=O)(=O)c1ccc(C)c(C)c1	6	-7	3	-2	5	-2	-1	0.1	2.2	0
21	O=C(CCn1nnc(-c2cccs2)n1)N1CCOCC1	.	-5	.	16	3	5	-1	-0.3	.	2
22	COc1ccccc1N1C(=O)CC(Sc2ccccc2N)C1=O (stereo not drawn)	3	-1	-9	0	-3	2	-7	-0.2	2.0	-4
23	Cc1ccc2nc(NC(=O)Cn3nc(C)c([N+](=O)[O-])c3C)sc2c1	6	-10	10	-2	-5	1	-10	-0.1	2.9	0
24	CCOC(=O)CC[C@@]1(C(=O)OCC)C[C@@H](CC(=O)N2CCOCC2)C(=O)N2CCCC=C21	.	1	.	-2	2	-3	-3	-0.1	.	0

# Copied from the list.
# compound 19 in rCAG RNA binder is listed with 1
# compound 23 in FXN GAA850 act is listed with 2.9

# (listing goes on)
entry	SMILES	ARFGAP1 inhibitor	ADAM10 inh	ASAP1 inh	HGIII-sPLA2 inh	GC-A act	DDE Tn6 FP inh	GC-B act	KLK7 zymogen act	FXN GAA850 act	rCAG RNA binder
25	O=C(CO/N=C/c1ccc(OC(F)F)cc1)NCc1cccs1	6	9	11	-1	1	-1	2	0.4	-1.4	-2
26	CN(C)CCCOC(=O)C1c2ccccc2Oc2ccccc21	4	3	6	-4	-1	-7	-3	-0.2	1.8	-4
27	CC(=O)N1CCN(Cc2nc3cc(NC(=O)c4ccccc4C)ccc3n2C)CC1	3	7	-4	2	3	4	5	0.4	-0.1	-1
28	Cc1ccc(N(C(=O)CNC(=O)c2cccs2)C(C(=O)NC2CCCC2)c2ccncc2)cc1 (stereo not drawn)	2	-1	-6	4	-4	3	-3	0.3	-2.8	-3
29	CCOC(=O)CSc1nc(C)c2cccc(C)c2n1	-1	-18	2	10	-2	5	-5	0.3	0.7	-5
30	COc1ccc(CC(=O)N2N=C(C)CC2(O)C(F)(F)F)cc1OC (stereo not drawn)	-2	-8	-8	0	2	-2	2	0.2	1.9	-6
31	Cc1nn(Cc2cccc(C(=O)NC3CCCCC3)c2)c(C)c1Cl	2	-1	-10	-8	-3	-3	2	0.5	0.3	-4
32	O=C(O)c1ncsc1-c1ccccc1	10	4	1	11	4	-1	2	0.3	1.2	0
33	Cc1ccnc(N2C(=O)c3ccccc3C2Nc2ccc3c(c2)OCCO3)c1 (stereo not drawn)	11	-6	6	7	-2	2	-4	0.1	-2.5	4
34	CCN(C(=O)c1c([N+](=O)[O-])cnn1C)c1ccccc1	-3	-1	-2	-4	1	10	7	0.7	-2.0	0
35	O=C(COc1ccccc1)N1c2ccccc2Sc2ccccc21	4	4	0	-14	-23	-1	-10	-0.2	-6.0	-4
36	CSc1nnc(-c2cc(C)on2)n1-c1ccccc1	-6	-10	-3	20*	2	-2	8	-0.5	-0.7	1
37	COC(=O)c1ccc(CSc2ccc3nnc(-c4cccc(F)c4)n3n2)o1	16	-8	9	1	6	3	5	-0.2	2.7	4
38	CC(C)(C)N(Cc1cc2ccccc2[nH]c1=O)C(=O)c1cccc([N+](=O)[O-])c1	4	4	-6	5	4	-1	-4	-0.1	-1.9	-5
39	CC(C)Cn1c(N)c(C(=O)CCl)c(=O)n(C)c1=O	-6	0	-18	9	1	5	3	0.0	0.4	2
40	CC(=O)c1cccc(NC(=O)CN2C(=O)c3ccccc3C2=O)c1	-2	2	21	5	1	5	-1	0.8	0.9	-2
41	COc1nc(NCC(C)C)nc(Oc2ccc(=O)n(-c3ccccc3)n2)n1	0	-14	6	5	1	4	2	0.0	1.9	-2
42	CC(C)(C)[C@H](NC(=O)c1ccc(N)c(Cl)c1)C(=O)N1CCC[C@H]1C(=O)N[C@H](C#N)CC(=O)O	8	-21	-12	9	1	-2	9	-0.7	1.8	7
43	CC1=CC(C)(C)Nc2ccc(OC(=O)CN3C(=O)c4ccccc4C3=O)cc21	13	-24	-13	7	-1	-2	-1	2.3	8.7*	5
44	CN(C(=O)Nc1ccccc1)n1cnc2ccccc2c1=O	-6	-7	7	3	0	2	4	0.3	1.7	-3
45	NS(=O)(=O)c1ccc(NC(=O)COC(=O)C23CC4CC(CC(C4)C2)C3)cc1	-3	6	-11	-22	-1	0	-6	0.2	-0.6	13
46	COc1ccccc1C(=O)Nc1ccc(C(=O)N2CCCC2)cc1	-13	1	-2	0	-1	2	-4	0.3	0.4	-2
47	O=C(O)c1cc(-c2cccs2)nn1-c1cccc(Cl)c1	5	-3	3	-4	1	4	2	-0.4	0.3	2
48	Cc1cc(C)c(NC(=S)N2CCC(N(C)CC3CCCO3)CC2)c(C)c1 (stereo not drawn)	-5	-4	-7	5	2	5	6	-0.9	0.6	-3
49	Cc1nn(C(=O)c2cccc([N+](=O)[O-])c2)c(C)c1Cl	1	-4	9	0	7	-2	7	0.4	-0.6	-2
50	Cc1cc(C)cc(NC(=O)C2(C(=O)C3CC3)CC(c3ccccc3C(F)(F)F)=NO2)c1 (stereo not drawn)	.	12	.	-2	-2	-1	2	0.4	.	1
51	CN(C)c1ccc(C(=O)Nc2nnc(C3=COCCO3)o2)cc1	1	-7	3	2	0	-3	5	0.5	3.8	0
52	COc1ccc(N2CCN(C(=O)c3ccc(-c4nc5ccccc5s4)o3)CC2)cc1	-5	-20	-18	10	0	-2	-6	-0.9	4.0	4
53	C[C@@H]1CN([C@@H](C)CO)C(=O)c2cc(NS(C)(=O)=O)ccc2O[C@@H](C)CCCCO[C@H]1CN(C)C(=O)Nc1ccc2c(c1)OCO2	1	-5	-2	-5	1	1	6	-0.1	-1.4	4
54	Cc1ccc(S(=O)(=O)N2CCC(C(=O)NCCN3CCOCC3)CC2)cc1	-10	-15	3	0	2	0	-1	-0.8	0.3	0

# Outcome played no part in choosing rows, and some 4.5% of all compounds hit somewhere here.
